Rin1-Abl PPI inh – inhibitors of human Rin1-Abl protein interaction | TR-FRET Rin1/Abl binding, biochemical | inhibition, % at 7.35 µM | hit rate 0.4% among 360,000; in the data active = inhibition above about 5%, passing the limit was not always enough
Rpn11 block – inhibitors of human proteasome Rpn11; hit rate 0.59% among 360,000; human 26S proteasome, Ub4-pepOG fluorescence polarization; 20S core pre-blocked with epoxomicin; AID 588493; O00487; calls only at 20 µM;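 active = inhibition at 20 µM, scaled to each plate's controls, above about 33%, limit read from the data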
MT1-MMP act inh – MT1-MMP (human) activation inhibition. P50281. HT1080 RFP-PRO-GFP cells, GFP/RFP ratio fluorescence, overnight; percent of plate control window, DMSO zero. GFP/RFP ratio change, % at 20 µM. hit rate 0.061% among 360,000;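 active = GFP/RFP ratio change of at least 30% with cell ATP level not reduced by more than half and red fluorescence within 50% of control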; also: strong numbers were not always called active
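Assay system: HT1080 RFP-PRO-GFP cells | Dosing: 20 µM single dose, 1% DMSO | Incubation: Cells overnight before dosing, compound overnight, 37 °C, 5% CO2 | Evaluation: GFP/RFP fluorescence ratio | Control set: DMSO-only wells and HT1080 RFP-L50D-GFP cell wells as references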
CSN deneddyl inh – blocks human CSN-mediated cullin deneddylation; AID 651999; Purified CSN, SCF-Nedd8-OG deneddylation, fluorescence polarization; inhibition, % at 12.5 µM; hit rate 0.38% among 360,000;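 active = pattern-corrected inhibition above about 35%, with an unprinted fluorescence ratio check between 0.5 and 1.5, limit read from the data, passing the limit was not always enough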;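 also: 0% = enzyme with substrate and 100% = substrate without enzyme; some results filed as inactive read as strong as hits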
Target sequence (Q92905 whole entry, looked up, one chain of several): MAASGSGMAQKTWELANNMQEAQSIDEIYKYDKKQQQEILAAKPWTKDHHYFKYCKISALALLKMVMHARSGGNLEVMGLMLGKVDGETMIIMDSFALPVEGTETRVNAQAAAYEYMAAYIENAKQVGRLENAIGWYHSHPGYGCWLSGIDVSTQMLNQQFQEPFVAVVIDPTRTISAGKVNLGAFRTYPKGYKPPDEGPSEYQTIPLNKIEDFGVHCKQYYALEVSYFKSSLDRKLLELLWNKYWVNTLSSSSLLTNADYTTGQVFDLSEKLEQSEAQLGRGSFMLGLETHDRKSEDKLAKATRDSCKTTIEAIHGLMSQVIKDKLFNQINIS
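Detection – fluorescence polarization · System – HEK293T-derived human Csn5 enzyme · Controls – substrate-only high control, full reaction low control · Timing – 90 min, room temperature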
FAS TE block – inhibitors of human fatty acid synthase thioesterase domain; hit rate 0.67% among 360,000; P49327; inhibition, % at 15 µM; recombinant FAS-TE, OMFH fluorogenic substrate, fluorescence endpoint;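 active = compounds whose normalised, plate-corrected inhibition of enzyme fluorescence in the single-dose primary screen is 50% or more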;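 also: 0% = DMSO with enzyme and 100% = substrate without enzyme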
Neddyl block – blocks human cullin neddylation. P61081+Q13564. TR-FRET cullin neddylation, biochemical. calls only at 25 µM. hit rate 0.58% among 360,000; in the data active = inhibition above about 36%
SKN-1 block – C. elegans SKN-1 inhibition; AID 624304; hit rate 0.49% among 360,000; inhibition, % at 21.8 µM; C. elegans VP596 Pgst-4::GFP/RFP ratio, acrylamide-induced, 24 h;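 active = interference check ratio from 0.5 to 1.5 plus GFP to RFP signal ratio inhibition reaching or exceeding a fixed threshold, cut at about 30% in these data, passing the limit was not always enough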; also: some compounds called inactive have numbers as strong as hits
MLLE-PAM2 inh – inhibitors of microRNA-mediated deadenylation, human PABP1 MLLE binding; P11940; GST-MLLE / FITC-PAM2 fluorescence polarization; inhibition, % at 20 µM; hit rate 0.36% among 360,000; AID 588489; in the data active = inhibition above about 35%, passing the limit was not always enough;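 also: plate controls were DMSO wells with GST-MLLE for no effect and wells lacking GST-MLLE protein for full effect; some results filed as inactive read as strong as hits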
Target sequence (P11940 whole entry, looked up): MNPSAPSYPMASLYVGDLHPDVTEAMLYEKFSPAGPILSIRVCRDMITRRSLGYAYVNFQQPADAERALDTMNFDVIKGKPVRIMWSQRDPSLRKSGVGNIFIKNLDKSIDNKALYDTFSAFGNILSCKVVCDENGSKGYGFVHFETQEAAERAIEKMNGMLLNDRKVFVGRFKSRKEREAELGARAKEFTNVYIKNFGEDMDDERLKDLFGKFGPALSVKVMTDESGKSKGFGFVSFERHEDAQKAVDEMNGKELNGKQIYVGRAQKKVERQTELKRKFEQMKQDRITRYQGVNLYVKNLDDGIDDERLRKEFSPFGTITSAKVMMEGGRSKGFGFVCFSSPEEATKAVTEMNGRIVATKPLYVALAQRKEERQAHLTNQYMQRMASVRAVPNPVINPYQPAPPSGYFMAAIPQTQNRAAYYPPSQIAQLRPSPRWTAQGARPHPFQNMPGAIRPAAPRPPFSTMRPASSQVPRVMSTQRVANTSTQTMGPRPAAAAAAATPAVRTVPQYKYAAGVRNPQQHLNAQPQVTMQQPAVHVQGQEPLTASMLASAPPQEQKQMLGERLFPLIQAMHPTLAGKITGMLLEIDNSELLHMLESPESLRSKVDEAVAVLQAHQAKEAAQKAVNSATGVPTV
NadD inh – inhibitors of Staphylococcus aureus NadD | purified NadD enzyme, colorimetric absorbance read-out | inhibition, % at 20 µM | hit rate 0.78% among 360,000; in the data active = inhibition above about 26%; also: some compounds past the cut are filed as inactive
Numbers without * were called inactive; i = inactive; / = no result given.

SMILES	Rin1-Abl PPI inh	Rpn11 block	MT1-MMP act inh	CSN deneddyl inh	FAS TE block	Neddyl block	SKN-1 block	MLLE-PAM2 inh	NadD inh
CC(=O)c1ccccc1NC(=O)COC(=O)c1c(C)nn(-c2ccccc2)c1C	-1.2	i	-2.8	1.3	15.8	i	3.6	6.1	-1.1
CC(=O)Nc1ccc(C(=O)Cn2nnc3ccccc3c2=O)cc1	-5.6	i	-1.6	-3.2	-4.3	i	-0.1	-9.6	-3.0
Cc1ccc(CCNC(=O)CCNS(=O)(=O)c2ccc3c(c2)c(=O)n(C)c(=O)n3C)cc1	0.8	i	-2.1	-1.8	-0.6	i	-12.7	-2.6	3.9
Clc1cccc(NCc2nnc(SCc3ccccc3Cl)o2)c1	-1.6	i	-0.6	6.2	21.0	i	-5.7	-49.9	-1.6
Cc1ccc(SC2CCN(C(=O)C3CCC(=O)N(C4CC4)C3)CC2)cc1 (stereo not drawn)	-2.5	i	4.5	-7.2	-6.2	i	1.6	4.6	-1.7
Cc1ccc(NC(=O)Cc2noc3ccccc23)cc1	2.0	i	5.0	-0.6	-11.9	i	-2.0	-3.7	1.6
Cc1cc(C)c(NC(=O)CN(C)C(C)C(=O)N2CCc3ccccc32)c(C)c1 (stereo not drawn)	1.8	i	-1.5	-0.2	-0.6	i	-19.3	-12.3	-0.1
O=C(CSc1nnnn1-c1cccc2ccccc12)NC(C(=O)O)(c1ccccc1)c1ccccc1	-1.6	i	1.3	-5.1	0.1	i	0.5	-35.3	-0.8
CCN1CCN(C(=O)C2CCN(Cc3nc(-c4cccc(Cl)c4)oc3C)CC2)CC1	-3.6	i	5.3	-2.4	-2.9	i	7.0	4.6	-3.1
Cc1ccc(Cn2ccnc2SCC(=O)NC2CCCC2)cc1	-2.2	i	-3.6	1.0	-2.4	i	-2.3	-79.3	-1.0
CC(=O)c1ccc(N2Cc3ccccc3C2)cc1	0.3	i	1.3	-1.8	-0.7	i	4.3	7.9	1.5
CCN1C(=O)C2(C(C#N)=C(N)Oc3n[nH]c(COC)c32)c2ccccc21 (stereo not drawn)	2.5	i	-8.2	-2.1	-4.0	i	7.8	2.1	-5.2
CCN(CC)C(=O)c1[nH]cnc1C(=O)N[C@H](C)c1ccccc1	2.4	i	3.7	-1.8	-10.5	i	20.5	16.4	2.0
O=C1C(=O)N(CCN2CCOCC2)C(c2ccccc2)/C1=C(\O)c1ccc2c(c1)OCCO2 (stereo not drawn)	-13.4	i	-4.2	-2.2	-8.2	i	-4.5	9.5	1.6
CCCCCC(=O)N1C[C@@H](n2cc(COC(=O)c3ccccc3)nn2)[C@H](O)C[C@@H]1c1ccccc1	-1.9	i	2.4	10.8	-0.9	i	-10.2	-1.6	2.5
O=C(CN1CCN(C(=O)c2ccco2)CC1)Nc1ccc2c(c1)OCCO2	0.9	i	-3.7	2.8	-12.3	i	3.6	2.8	-1.6
COc1ccc([C@@H]2[C@@H]3C(=O)N(C(C)(C)C)C(=O)[C@@H]3[C@]3(C)C(=O)N(c4ccccc4)C(=O)N23)cc1	-1.0	i	-10.6	-2.7	-8.6	i	-9.9	-0.7	0.8
CCn1c(SCC(=O)Nc2nc(-c3ccccc3)cs2)nc2c1c(=O)n(C)c(=O)n2C	0.9	i	2.1	3.5	-4.2	i	1.0	21.2	-1.1
COc1ccc2nc(Cl)c(C#N)cc2c1	-1.9	i	-2.5	-2.8	0.1	i	8.6	3.2	3.1
Cc1ccc(C(=O)NC=C(Cl)Cl)cc1	1.8	i	-0.2	1.3	1.3	i	20.5	-2.6	-6.5
COCn1c(COc2ccccc2)nc2ccccc21	3.2	i	-4.0	0.4	-5.1	i	10.9	-6.3	0.8
CCOC(=O)C(NC(=O)CC(C)C)(Nc1sc2c(c1C(N)=O)CCCC2)C(F)(F)F (stereo not drawn)	-1.9	i	-0.5	-14.0	-11.0	i	11.4	-9.8	-7.9
CC12CCC(=O)N1C(C(=O)N1CCN(c3ccccc3)CC1)CS2 (stereo not drawn)	-0.3	i	0.7	3.7	-5.6	i	9.5	-5.0	1.7
CCc1ccc(C2(O)CC(C(F)(F)F)=NN2C(=O)Cc2ccc([N+](=O)[O-])cc2)cc1 (stereo not drawn)	-2.1	i	3.0	-0.9	52.1*	i	-6.9	3.3	-10.9
O=C(CCS(=O)(=O)c1ccc(Cl)cc1)Nc1cccc(S(=O)(=O)N2CCCCCC2)c1	1.6	i	5.1	0.1	16.9	i	14.5	-3.6	-11.3
CCOC(=O)C1(C)CCCN1C(=O)c1sccc1C (stereo not drawn)	0.2	i	1.1	-2.0	-9.6	i	15.7	-1.1	-0.1
Cn1c(=O)c(C(=O)NNC(=O)c2ccccc2F)c(O)c2ccccc21	0.1	i	-1.0	5.9	1.0	/	-9.1	12.4	-7.2
Cc1nn2cc(-c3cccc(Cl)c3)cnc2c1Br	-2.2	i	-8.1	6.8	6.2	i	5.0	-3.2	-3.6
CC(=O)c1ccc(N2CCN(C(=O)C3CCCN(c4ncnc5c4nc4n5CCCCC4)C3)CC2)cc1 (stereo not drawn)	0.3	i	3.2	3.8	4.3	i	21.7	-3.4	3.3
Cn1c(=O)c2c(nc(CN3CCC(C(N)=O)CC3)n2CCCc2ccccc2)n(C)c1=O	0.1	i	1.8	1.7	-6.8	i	-24.3	-0.8	-4.1
O=S(=O)(N/N=C1\CCCc2ccccc21)c1ccccc1	2.5	i	-1.0	-2.1	1.1	i	8.7	-5.9	-5.1
CCOC(=O)N1CCN(CC(=O)Nc2cc(OCC)ccc2OCC)CC1	-2.4	i	-1.0	0.2	1.6	i	-3.5	-5.6	1.8
Cc1nc2ccc(NC(=O)c3ccc(S(=O)(=O)N4CCOCC4)cc3)cc2s1	4.2	i	-7.3	1.8	-3.6	i	1.3	-8.5	1.2
N#Cc1ccc(Oc2ccc(-c3cnc4ccccc4n3)cc2)cc1C#N	-2.9	i	0.5	3.3	42.2	i	8.7	4.6	-2.7
O=C(CCC(=O)OCc1ccc([N+](=O)[O-])cc1)Nc1ccc(F)cc1	-0.7	i	0.1	-2.6	7.9	i	0.7	13.3	2.0
O=C(/C=C/c1cccc(F)c1)NNC(=O)c1ccncc1	-1.3	i	-7.1	5.3	-4.6	i	18.4	-27.8	3.6
Cc1ccc([N+](=O)[O-])cc1S(=O)(=O)Nc1ccc(-c2ccc(N3CCCC3)nn2)cc1	0.7	i	0.5	5.2	53.8*	i	-1.9	-1.0	37.7*
CC(C)C[C@H]1COc2cc(N3CCSCC3)ccc2S(=O)(=O)N1	/	/	4.1	-5.3	-2.1	i	10.3	/	-2.5
Cc1ccc(-n2c(=O)c(C#N)cc3c(=O)n4ccccc4nc32)cc1	-0.1	i	-10.3	-2.5	18.0	/	12.5	0.4	-3.1
CCOC(=O)N1CCN(c2ccc([N+](=O)[O-])cc2)CC1	-4.5	i	2.8	5.6	-9.3	i	12.1	3.5	-0.8

3 compounds picked at random from the list so far:
SMILES	Rin1-Abl PPI inh	Rpn11 block	MT1-MMP act inh	CSN deneddyl inh	FAS TE block	Neddyl block	SKN-1 block	MLLE-PAM2 inh	NadD inh
Cc1ccc([N+](=O)[O-])cc1S(=O)(=O)Nc1ccc(-c2ccc(N3CCCC3)nn2)cc1	0.7	i	0.5	5.2	53.8*	i	-1.9	-1.0	37.7*
CCc1ccc(C2(O)CC(C(F)(F)F)=NN2C(=O)Cc2ccc([N+](=O)[O-])cc2)cc1 (stereo not drawn)	-2.1	i	3.0	-0.9	52.1*	i	-6.9	3.3	-10.9
CCOC(=O)N1CCN(CC(=O)Nc2cc(OCC)ccc2OCC)CC1	-2.4	i	-1.0	0.2	1.6	i	-3.5	-5.6	1.8

Reformatted as labelled records: part of the list above.
> O=C(CCS(=O)(=O)c1ccc(Cl)cc1)Nc1cccc(S(=O)(=O)N2CCCCCC2)c1
  Rin1-Abl PPI inh: 1.6
  Rpn11 block: i
  MT1-MMP act inh: 5.1
  CSN deneddyl inh: 0.1
  FAS TE block: 16.9
  Neddyl block: i
  SKN-1 block: 14.5
  MLLE-PAM2 inh: -3.6
  NadD inh: -11.3

> CCOC(=O)C1(C)CCCN1C(=O)c1sccc1C (stereo not drawn)
  Rin1-Abl PPI inh: 0.2
  Rpn11 block: i
  MT1-MMP act inh: 1.1
  CSN deneddyl inh: -2.0
  FAS TE block: -9.6
  Neddyl block: i
  SKN-1 block: 15.7
  MLLE-PAM2 inh: -1.1
  NadD inh: -0.1

The results go on.
SMILES	Rin1-Abl PPI inh	Rpn11 block	MT1-MMP act inh	CSN deneddyl inh	FAS TE block	Neddyl block	SKN-1 block	MLLE-PAM2 inh	NadD inh
Cc1ccc(SCCC(=O)N2CCC(C)CC2)cc1	3.1	i	-1.2	1.1	2.3	i	5.8	-1.3	-0.4
Cc1ccc(-c2csc(N(CCO)CCCn3c(C(F)(F)F)nc4cc(C(F)(F)F)ccc43)n2)cc1	3.8	i	7.1	0.0	14.5	i	10.8	10.8	9.0
N#CCc1ccc(NC(=O)c2ccc(S(=O)(=O)N3CCOCC3)cc2)cc1	-1.0	i	1.2	-4.2	-6.9	i	5.7	-2.4	-2.3
Cc1cc(C)n(C(=O)CCNC(=O)c2ccccc2Cl)n1	-0.1	i	-0.2	0.1	-2.5	i	-13.9	-13.8	7.9
COCCCn1c(=O)c2sccc2n(Cc2ccccc2C)c1=O	-1.7	i	-1.1	-1.0	-1.4	i	3.1	8.1	-6.1
Cc1ccc(Cl)cc1N1CCN(C(=O)CN(C2CCCCC2)S(C)(=O)=O)CC1	1.5	i	-12.0	1.2	17.8	i	-8.6	-9.5	1.3
COc1ccc(OCC(=O)N/N=C/c2ccc(O[C@@H]3O[C@H](CO)[C@@H](O)[C@H](O)[C@H]3O)cc2)cc1	2.0	i	7.6	2.9	-1.5	i	7.3	-0.5	2.4
CCOC(=O)c1cc(-c2ccncc2)nc2c1c(C)nn2C	-2.2	i	-1.4	-5.4	-0.2	/	-2.9	-0.1	-3.8
CCOCCOC(=O)C1=C(C)NC(=O)NC1c1cc2c(cc1Br)OCO2 (stereo not drawn)	0.1	i	-0.8	-5.6	-5.9	i	4.1	4.6	-3.5
CC(C)C(NCC(=O)Nc1ccccc1C(=O)NC1CC1)c1ccccc1 (stereo not drawn)	0.2	i	-2.8	-2.8	1.6	i	9.3	-0.1	-3.8
O=C(O)C(Cc1ccccc1)N1C(=O)/C(=C/c2cccs2)SC1=S (stereo not drawn)	1.0	i	3.8	6.9	7.3	i	8.9	27.4	11.2
O=C(CSc1nnc(-c2ccco2)o1)NC1CCCCCC1	-2.4	i	3.9	-2.4	-6.5	i	11.1	-0.1	3.4
COC(=O)C1=C(C)Nc2ncnn2C1c1ccc(OC(=O)c2ccccc2)cc1 (stereo not drawn)	-0.3	i	6.2	0.5	-4.1	i	-1.0	4.9	4.8
COc1ccc(OC)c(/C=N/NC(=O)CNC(=O)c2cccc3ccccc23)c1	-0.1	i	1.7	-0.1	2.1	/	-10.4	3.6	-3.0
Cc1ccc(S(=O)(=O)N/N=C/c2ccc3nccnc3c2)cc1	1.1	i	-0.3	1.1	-0.8	i	4.4	-45.4	-5.1
Cc1cccc(NC(=O)Cc2coc3ccc4ccccc4c23)n1	1.6	i	-11.2	5.2	13.5	i	6.7	-5.8	9.1
CC(=O)c1c(C(C)=O)c(C)n(NC(=O)c2ccccc2O)c1C	2.1	i	2.9	-2.3	-1.9	i	2.8	9.1	2.6
COC(=O)c1ccc(N=NN2CCOCC2)cc1	0.6	i	-0.3	2.7	-7.7	i	8.5	11.2	-2.4
CCCc1nc2c(s1)CCc1onc(-c3ccc(OC)cc3)c1-2	0.0	i	7.1	-0.9	27.7	i	14.9	25.8	4.8

Screens: PubChem BioAssay, several laboratories
